Screens: PubChem BioAssay, National Center for Advancing Translational Sciences (NCATS)
LMNA splice mod = qHTS Assay for Modulators of Lamin A Splicing; HeLa LMNA splicing GFP/RFP minigene ratio, 48 h; Potency, µM (titrated, usually from 46.1 µM), for inactives: at the highest dose ratio change, negative = inhibition, actives largely listed as inhibitors; 200,000 compounds, 0.01% hits; active = well fitted inhibition curve with a large enough effect in the signal ratio, with a control signal flat, not every such curve was filed as active; inconclusive = small, poorly fitted or top-dose-only effect, or effect the other way, or a change in a side signal; the % refers to the signal ratio; also: potency is read from the fitted curve at half-maximal effect; % is scaled to controls: 0 for no effect and ±100 for the full control effect
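S3 HeLa cells stably expressing lamin A-EGFP splicing minigene plus DsRed2, 600 cells/well, 48 h compound exposure at 37C. Laser-scanning cytometry; analysed as GFP (500-530 nm)/RFP (575-640 nm) total intensity ratio; 0.5% DMSO vehicle.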
aGlu spleen mod = qHTS Assay for Inhibitors and Activators of Human alpha-Glucosidase From Spleen Homogenate | AID 2112, 2009 | Lysosomal alpha-glucosidase (Homo sapiens), P10253 | 240,000 compounds, 0.006% hits | Potency, µM (series often up to 79.9 µM), for the others: top-dose activity change, negative = inhibition, most hits filed as inhibitors | human spleen homogenate, 4-MU-alpha-glucoside fluorescence;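 also: potency is read from the fitted curve at half-maximal effect; 0% = enzyme with vehicle and -100% = no enzyme basal signal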
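Human spleen homogenate (1 ug) incubated with compounds and 1 mM 4-methylumbelliferyl-alpha-D-glucopyranoside in pH 5.0 citrate/phosphate buffer, 37 C, 40 min. Stopped at pH 10; 4-MU fluorescence (Ex 365/Em 440 nm); AC50 by Hill fit.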
HTT ATP protect = qHTS Multiplex Assay to Identify Dual Action Probes in a Cell Model of Huntington: Cytoprotection (ATP) | PC12 HTT-Q103 induced, cytoprotection, ATP luminescence, 40 h | Potency, µM (doses to about 56.4 µM), for the others: cytoprotection (ATP increase), usual class: activators | 230,000 compounds, 0.14% hits | AID 1471, 2008;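 also: potency is read from the fitted curve at half-maximal effect; % of control where 0% means no effect; nearly all actives have a fitted effect of over 45% in size; toxic huntingtin expression switched on by the ecdysone agonist tebufenozide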
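PC12 cells stably carrying ecdysone-inducible Htt exon 1 (Q103)–GFP were induced with 100 nM tebufenozide (final) alongside library compounds in a dose series. Cytoprotection was scored as retained ATP by ATPlite luminescence.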
GAA inhib = qHTS Assay for Inhibitors of Human alpha-Glucosidase as a Potential Chaperone Treatment of Pompe Disease; Lysosomal alpha-glucosidase (Homo sapiens), P10253; purified human GAA, 4-MU-alpha-glucoside fluorescence; Potency, µM (highest dose often 76.9 µM), inactives show at the highest dose activity change, negative = inhibition, actives largely listed as inhibitors; 200,000 compounds, 0.005% hits;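 also: potency is read from the fitted curve at half-maximal effect; plate controls were uninhibited enzyme wells for no effect and no-enzyme background for full effect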
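Enzyme (4 nM final) mixed with compound (up to 77 uM), then 4-MU-alpha-D-pyranoside (400 uM final) added; 20 min at room temperature, pH 5.0. Reaction stopped at pH 10, fluorescence read, AC50 derived by Hill fit.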
HttQ103 aggreg = qHTS Multiplex Assay to Identify Dual Action Probes in a Cell Model of Huntington: Aggregate Formation (GFP); PC12 HttQ103-GFP aggregates, Acumen cytometry, 40 h; Potency, µM (doses to about 46.1 µM), without a hit: top-dose activity change, negative = inhibition, most hits filed as inhibitors; 220,000 compounds, 1.1% hits; AID 1688, 2009; also: potency is read from the fitted curve at half-maximal effect; % is scaled to controls: 0 for no effect and ±100 for the full control effect; nearly all actives have a fitted effect of over 60% in size
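Steps: seed 1500 PC12 HTTQ103-GFP cells/well; add tebufenozide, 100 nM final; add compound titration; add ATPLite reagent; quantify GFP aggregates by laser scanning cytometry.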
GAA glycogen mod = qHTS Assay for Inhibitors and Activators of Human alpha-Glucosidase Cleavage of Glycogen; Potency, µM (top dose mostly 76.4 µM), for inactives: top-dose activity change, negative = inhibition, hits mostly inhibitors; recombinant GAA, glycogen substrate, Amplex Red glucose oxidase fluorescence; 300,000 compounds, 0.38% hits; Lysosomal alpha-glucosidase (Homo sapiens), P10253;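 also: potency is read from the fitted curve at half-maximal effect; 0% = full enzyme reaction and -100% = no-enzyme basal signal; the screen sought inhibitors and activators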
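Recombinant human enzyme (4 nM); glycogen substrate; 37 C, 40 min, pH 5.0. Readout: coupled glucose oxidase/Amplex Red fluorescence.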
CBFb-RUNX1 inh = qHTS Assay for Compounds Blocking the Interaction Between CBF-beta and RUNX1 for the Treatment of Acute Myeloid Leukemia. Runt-related transcription factor 1 (Homo sapiens) + Core-binding factor subunit beta …. AlphaScreen CBFb-His/RUNX1-biotin binding, biochemical. Potency, µM (titrated, usually from 59.8 µM), for inactives: at the top dose activity, negative = inhibition, most hits filed as inhibitors. 230,000 tested, under 10 active. AID 1477, 2009; also: % of control where 0% means no effect
Target sequence (Q01196 whole entry, looked up): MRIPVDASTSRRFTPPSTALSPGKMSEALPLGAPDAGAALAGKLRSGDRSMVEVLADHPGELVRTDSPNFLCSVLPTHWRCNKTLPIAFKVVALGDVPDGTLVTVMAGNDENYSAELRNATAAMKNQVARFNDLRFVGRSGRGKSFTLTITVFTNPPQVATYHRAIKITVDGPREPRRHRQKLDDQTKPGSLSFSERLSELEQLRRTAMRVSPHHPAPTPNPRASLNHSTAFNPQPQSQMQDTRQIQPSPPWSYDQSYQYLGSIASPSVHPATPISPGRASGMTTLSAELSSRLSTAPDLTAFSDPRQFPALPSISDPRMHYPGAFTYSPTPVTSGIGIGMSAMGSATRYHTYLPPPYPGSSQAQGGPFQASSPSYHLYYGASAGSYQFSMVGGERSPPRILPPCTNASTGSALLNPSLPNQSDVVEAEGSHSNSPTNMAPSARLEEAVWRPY
Target sequence (Q13951 whole entry, looked up): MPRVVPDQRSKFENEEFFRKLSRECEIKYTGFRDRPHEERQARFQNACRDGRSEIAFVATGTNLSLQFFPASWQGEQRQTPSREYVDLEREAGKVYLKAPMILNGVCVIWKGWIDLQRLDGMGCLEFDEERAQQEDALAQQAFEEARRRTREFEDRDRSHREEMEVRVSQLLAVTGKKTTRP
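Read-out: AlphaScreen. Format: His-CBF-beta with biotinylated RUNX1 (30 nM each) preincubated 20 min, compound 15 min, Ni-chelate plus streptavidin beads 90 min; room temperature throughout.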
* = called active by the depositor; ? = inconclusive; / = not tested or not shown; & = joins results of further samples; [ ] = remark or other dose. Unless noted, calls follow the shape of the dose curve; as a rule, active = well fitted curve in the direction sought with a large enough effect; inconclusive = small, poorly fitted or top-dose-only effect, or another doubt; inactive = no such curve, though single readings can be large; an effect the other way counts as inactive or inconclusive.

no.	Structure	LMNA splice mod	aGlu spleen mod	HTT ATP protect	GAA inhib	HttQ103 aggreg	GAA glycogen mod	CBFb-RUNX1 inh
1	CN(C)C(=O)c1cc([N+](=O)[O-])ccc1O	/	-5%	10%[10 µM]	/	3%[9.22 µM]	-4%	1%
2	Cc1oc2ccccc2c1-c1cn2c(n1)SCC2	0%	7%	5%	?	-9%	-5%	6%
3	COC(=O)c1ccc(/C=N/Nc2nc(-c3ccccc3)cs2)cc1	-20%	-8%	1%[10 µM]	4%	15%	10%	-5%
4	CCCCC(NC(=O)c1ccc(Cl)cc1)C(=O)O (centres undefined)	7%	-5%	-27%[0.074 µM]	1%	-22%	3%	3%
5	COC(=O)c1c(C(=O)OC)c(-c2ccc(Cl)c(Cl)c2)n2c1CCC2	?	-7%	-7%	9%	-21%	-1%	-20%
6	Cn1c(SCC(=O)NC2CCCC2)nnc1-c1ccc(S(=O)(=O)N2CCOCC2)cc1	2%	-7%	-6%[10 µM]	-8%	1%	-7%	6%
7	COc1ccc(CNc2nc(SCC(=O)NCc3ccco3)nc3ccccc23)cc1	0%	-5%	13%[1.9 µM]	-5%	-4%	3%	8%
8	COc1ccccc1CNC(=O)c1cnn2c(C(F)F)cc(C)nc12	-4%	-7%	0%	-3%	-4%	-6%	-3%
9	O=C(NCc1ccncc1)C1CCN(S(=O)(=O)Cc2ccccc2)CC1	-11%	1%	0%	-3%	-24%	-2%	7%
10	O=C(CSc1ncnc2nc[nH]c12)Nc1ccc(Br)cc1Cl	/	-14%	4%[10 µM]	/	-1%[9.22 µM]	1%	2%
11	CC(C)N1CCN(Cc2cccn2-c2cccnc2)CC1CCO (centres undefined)	?	2%	1%[10 µM]	6%	1%[9.22 µM]	22%	-4%
12	O=C1C2CCCN2C(c2ccccc2F)N1c1cccc(Cl)c1 (centres undefined)	-3%	8%	-16%	-5%[15.4 µM]	5%	-4%	1%
13	O=C(OCc1ccc(Cl)c(Cl)c1)c1ccccn1	13%	0%	-6%	1%	4%	8%	1%
14	O=CNc1ccccc1	/	-3%	8%	/	/	/	21%[21.7 µM]
15	COc1ccc(NC(=O)c2c(C)cc(=O)oc2C)c(OC)c1	12%	-2%	7%	-12%	2%	5%	4%
16	CNC(=O)COC(=O)c1ccc(Cl)c(S(N)(=O)=O)c1	/	-1%	1%[10 µM]	/	-6%[9.22 µM]	6%	5%
17	Fc1ccccc1CNc1ccc(Cl)cc1	-1%	-8%	-13%	-3%	-4%	6%	8%
18	Cc1cccc(N(C(=O)CCC(=O)Nc2cc(C)on2)C(C(=O)NC2CCCC2)c2ccc(C)o2)c1 (centres undefined)	-10%[46 µM]	1%	11%[10 µM]	15%	3%[9.22 µM]	-6%	-5%
19	CC(C)CC(c1nnnn1CC1CCCO1)N1CCN(Cc2ccc3c(c2)OCO3)CC1 (centres undefined)	10%	-6%	-3%[10 µM]	5%	-3%	-2%	9%
20	CCOC(=O)c1cc(-c2cccc([N+](=O)[O-])c2)n[nH]1	/	7%	?	-8%	8%	-12%	17%

4 compounds out of the list above, sorted by their value in CBFb-RUNX1 inh, descending.
No. | Structure | CBFb-RUNX1 inh
17 | Fc1ccccc1CNc1ccc(Cl)cc1 | 8%
16 | CNC(=O)COC(=O)c1ccc(Cl)c(S(N)(=O)=O)c1 | 5%
10 | O=C(CSc1ncnc2nc[nH]c12)Nc1ccc(Br)cc1Cl | 2%
5 | COC(=O)c1c(C(=O)OC)c(-c2ccc(Cl)c(Cl)c2)n2c1CCC2 | -20%

(next part)
no.	Structure	LMNA splice mod	aGlu spleen mod	HTT ATP protect	GAA inhib	HttQ103 aggreg	GAA glycogen mod	CBFb-RUNX1 inh
21	O=C(c1ccc(Cl)cc1)N1CCC(O)(CSc2ccccc2)CC1	?	-16%	14%[10 µM]	-1%	-12%	0%	17%
22	CCCOC(=O)NC(CC)COC(=O)Nc1cccc(C)c1C (centres undefined)	?	-10%	-1%	0%	2%	-12%	1%
23	CCOc1ccc(-n2c(C)nc3c(cnn3-c3ccc(Cl)cc3)c2=O)cc1	10%	-4%	-8%	4%	-2%	2%	1%
24	COc1ccc(C)cc1C(=O)CCC(=O)NC1CCCCC1	8%[9.22 µM]	2%	-22%	8%	5%	-2%	0%
25	COC(=O)C1=C(C(=O)OC)[C@@H]2N(Cc3ccccc3)c3ccccc3[C@@]23C[C@@H](C(=O)OC)N(C(=O)COCc2ccccc2)C3=N1	-17%[9.22 µM]	0%[17.4 µM]	-12%&-6%[10 µM]	/	-13%[9.22 µM]	1%	-2%[13.1 µM]
26	Cc1cccc(CN2CCC(CNC(=O)CSc3cc(=O)n(C)c4cc(Cl)ccc34)CC2)c1	/	5%	-31%[10 µM]	/	-29%[9.22 µM]	0%	16%
27	CCC(Sc1nnc(-c2ccc(C)c(Cl)c2)n1CC)C(=O)Nc1nccs1 (centres undefined)	?	0%	3%	-5%	?	1%	2%
28	Cc1cccc(C)c1NC(=O)CCCSc1nnc(-c2ccc(F)cc2)n1-c1ccccc1	?	-3%	20%[0.074 µM]	7%	-12%	-6%	-10%
29	O=C(NCCN1CCN(c2ccccc2)CC1)C1(S(=O)(=O)c2ccc(Cl)cc2)CC1	-7%	6%	-5%	2%	-6%	-9%	-6%
30	CC(=O)Nc1ccc(Nc2cc(C)nc3c(-c4ccccc4)c(C)nn23)cc1	-13%	-1%	43%[10 µM]	?	-2%	-10%	12%
31	CCOc1ccc(-c2c(C(=O)N/N=C/c3ccccc3)nnn2-c2nonc2N)cc1	/	-5%	29%[10 µM]	/	7%[9.22 µM]	2%	1%
32	CCNC(=S)N/N=C(\C)c1ccc2ccccc2c1	/	6%	-21%	1%	-8%	-13%	-6%
33	Cc1ccc(-n2nnnc2SCC(=O)N2Cc3ccccc3CC2C(=O)O)cc1 (centres undefined)	/	0%	-15%[10 µM]	/	-4%[9.22 µM]	2%	4%
34	CCOC(=O)N1CCN(C(=O)c2cn(-c3ccc(C)c(C)c3)c(=O)c3ccccc23)CC1	-1%	4%	13%	1%	-10%	5%	9%
35	Cc1cc[n+](-c2nc3ccccc3nc2C(=C=[N-])C#N)cc1	?	-1%	-9%	-6%	7%	5%	-14%
36	CCOC(=O)C1(Cc2cccc(F)c2)CCN(Cc2cnn(CC)c2C)CC1	/	-6%	-16%[10 µM]	?	-7%[9.22 µM]	1%	2%
37	O=C(C[n+]1cccc(CNC(=O)c2ccc(OC(F)F)cc2)c1)Nc1ccccc1Cl	-15%	-6%	-3%[10 µM]	5%	-16%	16%	8%
38	Cc1cccc(N(C)c2cc(C)nc3nc(C)nn23)c1	-19%	0%	-19%	-4%	-55%	-5%	-5%
39	Cc1sc(NC(=O)c2cccnc2)nc1-c1ccccc1	?	-1%	-41%[inhibitor]	?	9%	27%	-7%
40	O=C(CN1CCCCCCC1)Nc1ccc(Cl)cc1Cl	11%[46 µM]	-4%	-9%	3%	-8%	-10%	6%

Results in HttQ103 aggreg (three entries from above):
cpd | mol | HttQ103 aggreg
35 | Cc1cc[n+](-c2nc3ccccc3nc2C(=C=[N-])C#N)cc1 | 7%
24 | COc1ccc(C)cc1C(=O)CCC(=O)NC1CCCCC1 | 5%
26 | Cc1cccc(CN2CCC(CNC(=O)CSc3cc(=O)n(C)c4cc(Cl)ccc34)CC2)c1 | -29%[9.22 µM]

Entries by screen from above:
Compounds 28–32 in GAA inhib, in turn: 7%, 2%, ?, /, 1%

(list continues)
no.	Structure	LMNA splice mod	aGlu spleen mod	HTT ATP protect	GAA inhib	HttQ103 aggreg	GAA glycogen mod	CBFb-RUNX1 inh
41	CCOC(=O)c1ccc(NC(=S)NCc2cccnc2)cc1	-6%[46 µM]	-16%	26%[10 µM]	?	25%[9.22 µM]	-15%	0%
42	CCOc1ccc(NC(=O)N2CCC(NC(=O)c3ccco3)CC2)cc1	14%	-1%	-10%[10 µM]	-7%	31%	3%	1%
43	CCCCC/C=C\C/C=C\CCCCCCCC(=O)O	?	3%&-9%&0%	13%&-17%&-8%&-8%	/	8%	/	19%
44	CC(C)(C#N)Nn1cnnc1	-5%	-4%	5%[10 µM]	2%	-16%	1%	8%
45	Cc1cc(/C=C2\SC(=S)N(C)C2=O)c(C)n1-c1ccc(O)cc1	/	-5%	25%[10 µM]	/	8%[9.22 µM]	-10%	-19%
46	CC(C)(C)c1ccc(C(=O)NCc2ccccc2)cc1	?	-1%	-19%[10 µM]	-11%	-19%[9.22 µM]	-1%	7%
47	Cc1cc(-c2cc(C(=O)NCc3ccccc3)on2)nc(S(C)(=O)=O)n1	/	-1%	3%[10 µM]	/	-7%[9.22 µM]	7%	3%

Whole records, looked up by structure. Screens in order: LMNA splice mod, aGlu spleen mod, HTT ATP protect, GAA inhib, HttQ103 aggreg, GAA glycogen mod, CBFb-RUNX1 inh
`O=C(NCc1ccncc1)C1CCN(S(=O)(=O)Cc2ccccc2)CC1` in the list: -11%, 1%, 0%, -3%, -24%, -2%, 7%
`Cc1cccc(N(C(=O)CCC(=O)Nc2cc(C)on2)C(C(=O)NC2CCCC2)c2ccc(C)o2)c1` (centres undefined) in the list: -10%[46 µM], 1%, 11%[10 µM], 15%, 3%[9.22 µM], -6%, -5%
